Mot1-301 SUMO = yeast Mot1-301 growth rescue at high temperature, primary screen, SUMOylation pathway inhibitor project, S. cerevisiae, ATP luminescence, 38.5C | S. cerevisiae Mot1-301 growth rescue; percent above DMSO median, 100 means doubled | growth rescue, % at 18.8 µM | 1% of 320,000 active | AID 2716, 2010;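 active means every valid replicate shows activation above 250% relative to neutral control wells; inactive means the rest, any valid replicate at or below 250%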;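 further: OY570 slx delta 5 strain wells were the positive control but not used for scaling; some compounds called inactive have numbers as strong as hits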
phage Ecoli inh = growth loss of phage-infected E. coli, primary screen, RecBCD inhibitor project, absorbance, with phage, HTS; inhibition, % at 11.9 µM; 0.26% of 360,000 active; in the data active means inhibition above about 11%
AddAB inh = growth inhibition of E. coli expressing H. pylori AddAB, primary screen, AddAB inhibitor project, absorbance | inhibition, % at 11.9 µM | 0.29% of 330,000 active | AID 435030, 2010; in the data active means inhibition above about 12%;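 further: 0% = vehicle wells of infected cells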
PKA-R1A activ = activators of PKA-R1A holoenzyme, primary screen, biochemical, fluorescence polarization, Cy5-IP20, bovine R1A, mouse PKAc; AID 504707, 2011; cAMP-dependent protein kinase type I-alpha regulatory subunit (Bos taurus) + …; 0.083% of 340,000 active; PKA-R1A dissociation; scaled: DMSO 0%, 113 µM cGMP 100%; activation, % at 11.4 µM;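 active means percent activation above the mean of all tested compounds plus 3 SD, cut at about 19% in these data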;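 further: higher means more PKAc released from R1A so a rise in polarization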
PfHsp90 yeast 2 = growth inhibition of PfHsp90-expressing yeast, primary screen, antimalarial PfHsp90 inhibitor project, S. cerevisiae, BacTiter-Glo luminescence, single point, set 2 | BacTiter-Glo ATP, 48 h; yeast lacking PDR1 and PDR3 efflux regulators | inhibition, % at 9.4 µM | AID 504621, 2011 | 0.32% of 310,000 active;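 active means every replicate shows inhibition above about 80%, whatever the replicate mean, limit read from the data; inconclusive means mean inhibition reaches the set limit but some replicate falls short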;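 further: 0% = DMSO neutral controls and 100% = 20 µM radicicol positive controls; yeast relying on Plasmodium falciparum Hsp90 in place of its own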
PKA-R2B activ = activators of PKA-R2B holoenzyme, primary screen, biochemical, fluorescence polarization, Cy5-IP20, human; cAMP-dependent protein kinase catalytic subunit beta (Homo sapiens) + cAMP-dependent …; PKA-R2B holoenzyme dissociation; R2B truncated from residue 108, S112A mutant; 0% DMSO only, 100% 113 µM cGMP; activation, % at 11.4 µM; 0.079% of 340,000 active;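 active means activation above a cutoff set at the mean over all compounds plus 3 SD, cut at about 18% in these data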;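 further: higher means more holoenzyme dissociation and a rise in polarization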
MOR-DOR inv ag = inverse agonists of MOR-DOR heterodimerization, primary screen, cell-based, luminescence; 0.21% of 340,000 active; cell-based MOR-DOR heterodimer luminescence, inverse agonism; inhibition, % at 9.3 µM; Mu-type opioid receptor (Homo sapiens) + Delta-type opioid receptor (Homo sapiens), …; in the data active means inhibition above about 22%, passing the limit was not always enough;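 further: 0% = cells with DMSO and 100% = wells without cells with DMSO; values of inactives mirror those of a sister screen read the other way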
Target sequence (P35372 whole entry, looked up): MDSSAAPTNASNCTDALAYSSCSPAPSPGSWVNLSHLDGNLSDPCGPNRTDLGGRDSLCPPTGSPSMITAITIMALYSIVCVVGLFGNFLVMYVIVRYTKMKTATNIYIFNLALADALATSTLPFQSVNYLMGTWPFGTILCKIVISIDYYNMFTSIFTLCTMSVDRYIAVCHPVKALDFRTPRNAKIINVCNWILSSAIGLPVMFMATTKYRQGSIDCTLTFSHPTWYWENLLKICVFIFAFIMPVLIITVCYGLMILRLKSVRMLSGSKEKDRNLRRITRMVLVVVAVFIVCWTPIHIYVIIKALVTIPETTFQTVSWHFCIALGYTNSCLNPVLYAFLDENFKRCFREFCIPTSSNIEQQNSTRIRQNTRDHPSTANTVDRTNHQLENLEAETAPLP
Target sequence (P41143 whole entry, looked up): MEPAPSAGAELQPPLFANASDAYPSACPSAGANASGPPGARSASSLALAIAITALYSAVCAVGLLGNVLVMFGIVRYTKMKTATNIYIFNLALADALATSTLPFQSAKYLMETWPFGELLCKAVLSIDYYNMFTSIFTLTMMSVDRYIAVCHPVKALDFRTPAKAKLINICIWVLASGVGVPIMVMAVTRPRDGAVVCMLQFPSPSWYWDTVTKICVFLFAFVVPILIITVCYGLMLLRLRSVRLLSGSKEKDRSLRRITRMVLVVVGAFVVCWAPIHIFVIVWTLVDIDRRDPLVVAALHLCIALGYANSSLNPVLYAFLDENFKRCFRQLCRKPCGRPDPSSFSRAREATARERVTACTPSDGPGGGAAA
Ecoli viability = E. coli V3065 growth inhibition, primary screen, counter-screen for AddAB inhibitor project, absorbance, OD600. 18 h. inhibition, % at 11.9 µM. 0.27% of 330,000 active;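 active means inhibition above the campaign's mean inhibition across all tested compounds plus 3 SD, cut at about 9.9% in these data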;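 further: uninfected addAB+ strain grown without phage in ampicillin broth; 0% = DMSO wells and 100% = ciprofloxacin 0.95 µg/ml wells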
OPRM1-OPRD1 ag = agonists of OPRM1-OPRD1 heterodimerization, primary screen, cell-based, luminescence. cells. activation, % at 9.3 µM. AID 504326, 2011. 0.3% of 340,000 active; in the data active means activation above about 18%;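 further: 0% = vehicle-treated cells and 100% = reference agonist; values of inactives mirror those of a sister screen read the other way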
HTR5A inv ag = HTR5A inverse agonists in luminescence cell assay, primary screen, counter-screen for OPRM1-OPRD1 heterodimer inverse agonist project, full-deck HTS. 5-hydroxytryptamine receptor 5A (Homo sapiens), P47898. HTR5A cell line, inverse agonism. inhibition, % at 9.3 µM. 0.083% of 340,000 active. AID 504634, 2011; in the data active means inhibition mostly above about 23%, no sharp cut-off; inactive means mostly below about 18%;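 further: 0% = cells with DMSO and 100% = no-cell wells with DMSO; some compounds called inactive have numbers as strong as hits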
Tat export inh = E. coli Tat export inhibitors, primary screen, MC4100, TorA-mCherry reporter, fluorescence, single point. inhibition, % at 10 µM. 0.036% of 340,000 active;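 active means mean replicate inhibition at least 50% and at least half of replicates individually reaching 50%; inconclusive means only one of the two criteria met; inactive means neither criterion met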;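 further: exported cargo escapes ClpAP degradation while cytoplasmic cargo is degraded and loses fluorescence; 0% = median of neutral control wells and 100% = median of NaSCN control wells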
* hit, by the source's call; ? = inconclusive; / = not tested or not shown. Hits appear at their usual frequency; 2.2% or so of the library scored in one or more.

SMILES | Mot1-301 SUMO | phage Ecoli inh | AddAB inh | PKA-R1A activ | PfHsp90 yeast 2 | PKA-R2B activ | MOR-DOR inv ag | Ecoli viability | OPRM1-OPRD1 ag | HTR5A inv ag | Tat export inh
O=C(NC1CCCCC1)c1cnn2c(C(F)(F)F)cc(-c3ccco3)nc12 | -7.4 | 2.4 | 1.3 | 2.9 | / | 10.9 | 4.5 | -1.1 | -0.9 | -35.8 | 9.2
O=C(Nc1nccs1)c1ccc2ccccc2c1 | 10.0 | 0.7 | -2.6 | -1.0 | -37.5 | -11.2 | 8.6 | -1.0 | -1.7 | 8.4 | -7.9
CNCCCOc1cc(C)cc(C)c1C | 81.1 | 5.6 | 3.3 | 3.9 | 2.7 | -1.0 | 4.8 | 0.5 | -1.0 | -0.9 | -10.8
Nc1o[nH]c(=O)c1Cc1ccccc1 | / | -1.4 | / | 1.6 | 19.1 | 7.8 | 4.5 | / | -0.8 | -8.1 | -9.2
Cc1cc(NC(=O)c2nn(C)c(C)c2Br)no1 | -11.0 | -0.4 | 1.0 | 3.9 | -5.8 | 0.5 | 6.3 | 2.1 | -1.6 | 0.6 | 6.3
CN(C)S(=O)(=O)c1c(Cl)cccc1Cl | 9.7 | 3.1 | 1.6 | 6.7 | 8.8 | 9.7 | -7.6 | -0.8 | 1.4 | 6.2 | -5.4
CCOc1ccc(OCC)c(NC(=O)CN2CCN(c3cccc(C)c3C)CC2)c1 | 5.8 | -4.2 | -2.7 | -4.4 | 9.4 | -13.0 | -3.0 | 1.1 | 0.5 | 23.2 | 0.0
Cc1nnc(SCCn2c(N3CCCC(C)C3)nc3c2c(=O)[nH]c(=O)n3C)s1 (stereo unspecified) | 88.2 | 3.0 | 1.6 | 8.2 | -2.6 | 8.7 | 5.7 | 1.7 | -1.1 | -4.7 | 2.5
CC1CCN(c2nc3c(c(=O)n(C)c(=O)n3C)n2CCSc2ncccn2)CC1 | -9.9 | 0.9 | -2.3 | 0.0 | 22.3 | -10.4 | 1.6 | 0.8 | -0.3 | -5.0 | 7.6
CC1=CC(=O)C(C(C)C)=C/C1=C(\c1cc(C(C)C)c(OP(=O)(O)O)cc1C)c1ccccc1C(=O)O | 10.9 | 1.9 | 0.0 | -1.8 | -14.7 | -4.1 | 10.2 | -2.8 | -2.3 | 8.3 | -2.1
CCCCOP(=O)(OCCCC)C1(NS(=O)(=O)c2ccccc2)C=CC(=O)c2ccccc21 (stereo unspecified) | -27.8 | -0.5 | 2.4 | -5.5 | 17.3 | 9.6 | -44.5 | -1.8 | 9.1 | -45.4 | 15.0
O=C(CN(C(=O)c1csnn1)c1ccccc1F)NCc1ccc2c(c1)OCO2 | 17.7 | 1.8 | 2.7 | 5.1 | 18.2 | -1.4 | 13.2 | 2.3 | -2.5 | -10.3 | 6.1
COc1ccc(N(CCCN2C(=O)c3cccc4cccc(c34)C2=O)C(=O)c2cccnc2)cc1 | 11.7 | 2.4 | -3.3 | -3.2 | -12.0 | -13.1 | 9.3 | -1.5 | -1.6 | -1.4 | 6.1
COc1ccccc1N1CCN(C2CC(=O)N(c3cccc(Cl)c3)C2=O)CC1 (stereo unspecified) | 13.0 | -0.5 | 1.8 | -6.9 | -3.0 | -2.8 | -0.3 | -0.2 | 0.1 | -8.7 | -8.1
O=C1CCc2cc(S(=O)(=O)NCCc3ccccc3)cc3c2N1CC3 | -8.4 | 4.8 | -0.6 | -4.3 | -2.0 | -1.9 | 1.9 | -1.3 | -0.3 | 1.4 | 0.2
Cc1cccc(N2C(=O)CC(NNc3nc4ccccc4s3)C2=O)c1 (stereo unspecified) | 12.3 | 4.1 | 0.0 | 7.2 | 18.7 | 0.6 | -0.6 | 0.3 | 0.1 | -7.9 | -2.6
O=C(OCCN1C(=O)c2ccccc2C1=O)c1cc(S(=O)(=O)N2CCOCC2)ccc1F | 6.4 | 3.4 | -1.5 | 7.5 | -15.9 | -2.7 | 3.8 | -0.9 | -0.7 | -29.5 | 1.2
CCOC(=O)N1CCN(C(=S)NC2CCCCC2)CC1 | 12.2 | 2.2 | -1.2 | 3.0 | 25.9 | 5.8 | -16.0 | -0.9 | 3.1 | -4.8 | -8.9
COc1cccc(-c2noc(CCCC(=O)Nc3ccc(C(N)=O)cc3)n2)c1 | -13.2 | 1.7 | 1.9 | -11.0 | -1.5 | -3.6 | -2.9 | -0.9 | 0.6 | 13.3 | 2.0
N#C/C(=C/c1cn(CC(=O)O)c2ccccc12)C(=O)Nc1ccccc1 | -17.1 | 2.5 | 1.6 | -4.4 | 11.7 | -6.0 | 9.4 | -0.7 | -1.8 | -1.6 | -7.4
OCCOCCOc1ccc(-c2nn[nH]n2)cc1 | 51.0 | 4.1 | 1.9 | 8.5 | 7.9 | 7.1 | 3.5 | -2.7 | -0.6 | -20.5 | 1.6
COc1cc(/C=C2/C(=O)NN(c3ccccc3)C2=O)cc(Br)c1O | 59.5 | 1.7 | 3.0 | -11.4 | -1.1 | -11.6 | 1.7 | -2.3 | -0.4 | -9.3 | -1.5
CCC(OC(=O)c1cc2sccc2n1C)C(=O)NCc1ccco1 (stereo unspecified) | 49.3 | 0.6 | -0.9 | 5.1 | ? | -7.3 | 9.0 | -2.0 | -1.6 | -3.0 | 0.0
CCCCC(=O)Nc1nnn(CCC)n1 | -1.0 | -0.5 | 1.3 | 3.3 | 7.3 | 0.9 | 2.1 | -0.6 | -0.4 | -15.5 | -4.0
O=C(O)C(C1CCCCC1)C1(O)CCCC1 (stereo unspecified) | / | 2.4 | / | -0.9 | -2.2 | -13.9 | 7.8 | / | -1.5 | -2.1 | -8.0
CN(Cc1cccc2cnccc12)C(=O)CCc1nnc(CCc2ccccc2)o1 | 1.6 | 1.6 | 2.1 | -4.0 | 12.6 | -2.9 | 8.6 | -0.9 | -1.4 | -0.6 | 1.7
CC(C)c1nc2cc(C(=O)N(C)C3CCOCC3)ccc2o1 | 0.1 | 2.5 | 0.1 | -11.0 | -16.8 | -4.0 | -9.6 | 2.4 | 1.8 | -2.1 | -1.3
O=C(Cc1ccsc1)NNC(=O)c1cccc(Cl)c1 | -2.7 | 3.1 | 0.1 | -0.8 | 9.4 | -3.7 | 0.2 | -1.8 | 0.0 | 5.4 | -4.5
Cc1ccc2c(c1)C(=O)CC(c1ccc3c(c1)OCCO3)O2 (stereo unspecified) | 14.6 | 2.5 | -0.7 | -2.1 | -4.0 | -2.7 | 10.6 | -0.2 | -2.4 | 14.4 | 4.0
CC(C)(C)n1nnnc1CN1CCN2CCCC2C1 (stereo unspecified) | -7.6 | 0.8 | 1.1 | -8.9 | / | -8.6 | 9.1 | -1.3 | -1.6 | -17.6 | 0.9
CCOC(=O)c1c(/N=C/c2cccc([N+](=O)[O-])c2O)sc(C)c1C | -4.8 | 4.0 | 1.3 | -8.6 | -7.3 | -8.5 | 15.0 | 1.3 | -3.0 | 16.7 | 0.3
CCCCOc1ccc(CN2CCCCC2)cc1 | 6.9 | 5.3 | 1.2 | -1.9 | 7.2 | 4.5 | 2.3 | -2.7 | -0.4 | -22.4 | 0.6
CN(C)C(=O)COc1ccc2cc(-c3ccccc3)c(=O)oc2c1 | -16.1 | 2.8 | -0.2 | -3.2 | -43.0 | 5.7 | 16.5 | 0.0 | -3.4 | 2.7 | 6.3
CN(C)CCn1c(COc2ccccc2)nc2ccccc21 | 140.7 | 1.8 | 1.3 | -0.5 | 7.7 | 3.2 | / | 0.4 | / | / | -26.3
COc1ccc(OCC(=O)Nc2ccc(C)cc2)cc1 | 859.1* | 2.6 | 3.7 | -5.7 | -0.4 | -2.0 | -2.8 | 1.3 | 0.6 | 6.7 | -13.4
CCCCN1C(=O)C(=O)N(CC(=O)c2cc(C)n(C3CC3)c2C)C1=O | 6.5 | 2.9 | -0.8 | -11.3 | 24.8 | -2.9 | 5.3 | 1.4 | -1.3 | 1.8 | -1.5
O=C(CSc1nccn1-c1ccccc1)N1CCc2ccccc21 | -10.9 | 3.0 | 3.6 | -1.6 | 7.9 | -2.7 | 0.3 | 1.6 | -0.1 | 21.4 | 2.7
Cn1nc(-c2ccccc2)cc1NC(=O)c1cccs1 | 245.3 | 1.3 | 0.9 | -8.9 | -9.0 | -4.1 | 12.9 | -0.7 | -2.5 | -21.9 | -0.5
CCOc1ccc(NC(=O)N2CCCC2C(=O)NCC2CCCO2)cc1 (stereo unspecified) | / | 0.7 | 0.1 | -4.0 | 13.1 | -2.9 | 3.2 | 0.6 | -0.5 | 6.8 | -4.8
O=c1[nH]c(-c2ccccc2)nc(-c2ccccc2)c1Cl | 11.6 | -0.3 | 1.2 | 5.7 | 17.0 | -0.6 | -2.3 | -0.2 | 0.5 | -2.2 | 4.6

Looked up above:
In phage Ecoli inh, `Cc1cccc(N2C(=O)CC(NNc3nc4ccccc4s3)C2=O)c1` (stereo unspecified) reads 4.1
In HTR5A inv ag, `Nc1o[nH]c(=O)c1Cc1ccccc1` reads -8.1

Additional compounds follow:
SMILES | Mot1-301 SUMO | phage Ecoli inh | AddAB inh | PKA-R1A activ | PfHsp90 yeast 2 | PKA-R2B activ | MOR-DOR inv ag | Ecoli viability | OPRM1-OPRD1 ag | HTR5A inv ag | Tat export inh
O=C1C2=C(CCCC2)C(=O)N1CNc1ccccc1 | -9.4 | -2.0 | 2.4 | -1.3 | 9.1 | 5.8 | 16.2 | -1.2 | -3.3 | -13.8 | -1.3
COc1ccc(-n2ncc3c2CC(C)(C)CC3NC(=O)c2ocnc2C)cc1 (stereo unspecified) | -8.7 | 0.9 | -0.3 | 5.4 | -5.1 | 10.1 | 0.9 | -1.7 | -0.2 | 9.1 | -5.3
COC(=O)N/N=C(\C)c1ccc(OC(F)F)cc1OC(F)F | -10.9 | 1.9 | 2.1 | 3.8 | 8.2 | 3.7 | 6.9 | 2.8 | -1.3 | -17.1 | -3.6
COCc1cc(=O)n2[nH]c(-c3cccc(Br)c3)cc2n1 | -4.8 | -0.6 | 1.7 | -2.1 | 24.9 | 1.8 | 5.3 | -1.1 | -1.2 | -8.4 | -0.7
CCOC(=O)C1C(C(=O)OC)=C(C(=O)OC)c2ccccc2N1S(=O)(=O)C(F)(F)F (stereo unspecified) | / | 1.0 | 1.2 | -5.9 | -0.7 | -3.6 | 14.2 | 0.2 | -2.9 | -8.8 | -0.9

Source: PubChem (several laboratories)
